OPRM1-OPRD1 inv – inverse agonists of MOR-DOR heterodimerization, primary screen, cell-based, luminescence. Mu-type opioid receptor (Homo sapiens) + Delta-type opioid receptor (Homo sapiens), …. 340,000 tested, 0.21% active. inhibition, % at 9.3 µM. cell-based MOR-DOR heterodimer luminescence, inverse agonism; in the data active = inhibition above about 22%, passing the limit was not always enough;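 note: 0% = cells with DMSO and 100% = wells without cells with DMSO; values of inactives mirror those of a sister screen read the other way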
Target sequence (P35372 whole entry, looked up): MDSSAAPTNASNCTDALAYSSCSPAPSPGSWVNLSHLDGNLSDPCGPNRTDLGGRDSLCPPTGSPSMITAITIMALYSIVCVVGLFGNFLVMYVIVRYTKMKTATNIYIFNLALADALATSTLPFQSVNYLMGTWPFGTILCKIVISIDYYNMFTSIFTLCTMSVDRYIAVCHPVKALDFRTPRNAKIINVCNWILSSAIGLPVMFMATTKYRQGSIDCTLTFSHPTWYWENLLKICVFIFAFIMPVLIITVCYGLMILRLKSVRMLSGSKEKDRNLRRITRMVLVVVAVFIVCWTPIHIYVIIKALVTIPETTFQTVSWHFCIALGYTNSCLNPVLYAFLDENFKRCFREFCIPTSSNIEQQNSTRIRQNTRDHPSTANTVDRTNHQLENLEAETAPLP
Target sequence (P41143 whole entry, looked up): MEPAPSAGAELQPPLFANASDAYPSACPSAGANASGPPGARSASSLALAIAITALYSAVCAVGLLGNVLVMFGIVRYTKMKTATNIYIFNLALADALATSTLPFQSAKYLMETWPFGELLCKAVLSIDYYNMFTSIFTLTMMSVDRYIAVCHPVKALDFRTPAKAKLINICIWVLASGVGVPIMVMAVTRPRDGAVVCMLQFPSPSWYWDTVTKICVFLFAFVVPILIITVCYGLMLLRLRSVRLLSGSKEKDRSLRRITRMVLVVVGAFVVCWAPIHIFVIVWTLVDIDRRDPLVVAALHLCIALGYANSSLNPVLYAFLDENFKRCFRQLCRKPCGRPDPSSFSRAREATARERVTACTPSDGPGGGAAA
SUMO Mot1 rescue – yeast Mot1-301 growth rescue at high temperature, primary screen, SUMOylation pathway inhibitor project, S. cerevisiae, ATP luminescence, 38.5C | S. cerevisiae Mot1-301 growth rescue; percent above DMSO median, 100 means doubled | growth rescue, % at 18.8 µM | 320,000 tested, 1% active | AID 2716, 2010;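 active = every valid replicate shows activation above 250% relative to neutral control wells; inactive = the rest, any valid replicate at or below 250%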;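 note: OY570 slx delta 5 strain wells were the positive control but not used for scaling; some compounds called inactive have numbers as strong as hits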
PKA-R1A activ – activators of PKA-R1A holoenzyme, primary screen, biochemical, fluorescence polarization, Cy5-IP20, bovine R1A, mouse PKAc. AID 504707, 2011. 340,000 tested, 0.083% active. activation, % at 11.4 µM. PKA-R1A dissociation; scaled: DMSO 0%, 113 µM cGMP 100%;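 active = percent activation above the mean of all tested compounds plus 3 SD, cut at about 19% in these data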;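 note: higher means more PKAc released from R1A so a rise in polarization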
Arrestin-AP2 inh – inhibitors of beta-arrestin/AP2 binding, primary screen, biochemical, GPCR trafficking, flow cytometry. FITC-arrestin peptide / GST-AP2 beads; AP2 beta2 appendage carries R879A mutation. inhibition, % at 10 µM. 340,000 tested, 0.31% active;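 active = inhibition above a set limit, near 3 SD of compounds lacking own fluorescence, cut at about 54% in these data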;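 note: plate controls were DMSO wells for no effect and 5 µM unlabelled arrestin peptide for full effect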
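test system = AP2 appendage R879A on GSH beads | buffer or medium = PBS plus Tween 20 (0.05%) and BSA (0.1%) | incubation = 12 min plus 1 h, RT | detection = bead flow cytometry, FITC channel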
MOR-DOR ag – agonists of OPRM1-OPRD1 heterodimerization, primary screen, cell-based, luminescence. Mu-type opioid receptor (Homo sapiens) + Delta-type opioid receptor (Homo sapiens), …. cells. activation, % at 9.3 µM. 340,000 tested, 0.3% active. AID 504326, 2011; in the data active = activation above about 18%;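 note: 0% = vehicle-treated cells and 100% = reference agonist; values of inactives mirror those of a sister screen read the other way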
PfHsp90 yeast 2 – growth inhibition of PfHsp90-expressing yeast, primary screen, antimalarial PfHsp90 inhibitor project, S. cerevisiae, BacTiter-Glo luminescence, single point, set 2 | BacTiter-Glo ATP, 48 h; yeast lacking PDR1 and PDR3 efflux regulators | inhibition, % at 9.4 µM | 310,000 tested, 0.32% active;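 active = every replicate shows inhibition above about 80%, whatever the replicate mean, limit read from the data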;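 note: 0% = DMSO neutral controls and 100% = 20 µM radicicol positive controls; yeast relying on Plasmodium falciparum Hsp90 in place of its own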
phage Ecoli inh – growth loss of phage-infected E. coli, primary screen, RecBCD inhibitor project, absorbance, with phage, HTS; inhibition, % at 11.9 µM; AID 651602, 2012; 360,000 tested, 0.26% active; in the data active = inhibition above about 11%
Pemphigus Ab inh – inhibitors of pemphigus antibody binding to DSG3, primary screen, biochemical, bead-based, flow cytometry, scFv-GFP; Desmoglein-3 (Homo sapiens), P32926; DSG3-coupled beads, scFv-anti-DSG3-GFP binding; hits give low values; binding (percent of control), % at 10 µM; 310,000 tested, 0.48% active;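 active = binding more than 3 SD below its plate's average and above zero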;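 note: hits lower antibody fragment binding to DSG3; some compounds called inactive have numbers as strong as hits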
AddAB inh – growth inhibition of E. coli expressing H. pylori AddAB, primary screen, AddAB inhibitor project, absorbance | inhibition, % at 11.9 µM | 330,000 tested, 0.29% active; in the data active = inhibition above about 12%;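 note: 0% = vehicle wells of infected cells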
Ecoli viability – E. coli V3065 growth inhibition, primary screen, counter-screen for AddAB inhibitor project, absorbance, OD600. 18 h. inhibition, % at 11.9 µM. 330,000 tested, 0.27% active;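 active = inhibition above the campaign's mean inhibition across all tested compounds plus 3 SD, cut at about 9.9% in these data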;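 note: uninfected addAB+ strain grown without phage in ampicillin broth; 0% = DMSO wells and 100% = ciprofloxacin 0.95 µg/ml wells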
Tat transport – E. coli Tat export inhibitors, primary screen, MC4100, TorA-mCherry reporter, fluorescence, single point; inhibition, % at 10 µM; 340,000 tested, 0.036% active; AID 488895, 2010;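 active = mean replicate inhibition at least 50% and at least half of replicates individually reaching 50%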;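 note: exported cargo escapes ClpAP degradation while cytoplasmic cargo is degraded and loses fluorescence; 0% = median of neutral control wells and 100% = median of NaSCN control wells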
* marks the source's active call; other numbers are inactive results; nt = no result given.

Each structure is followed by: OPRM1-OPRD1 inv, SUMO Mot1 rescue, PKA-R1A activ, Arrestin-AP2 inh, MOR-DOR ag, PfHsp90 yeast 2, phage Ecoli inh, Pemphigus Ab inh, AddAB inh, Ecoli viability, Tat transport
1	COCc1c(C(=O)NCCc2ccc(OC(F)F)cc2)oc2ccccc12
  -9.9, 10.6, -4.0, -6.6, 2.4, -60.5, 1.6, 115.2, 0.3, 0.9, 0.9
2	CCN(CC)S(=O)(=O)c1cccc(NC(=O)CCNC(=O)c2ccc([N+](=O)[O-])cc2)c1
  -8.3, -5.6, -3.1, 2.9, 1.6, 15.3, 2.9, 91.2, 1.7, 0.2, 4.8
3	CC(=O)c1c(C)[nH]c(C(=O)N2c3ccccc3CC2C)c1C (centres undefined)
  9.8, -9.1, -5.8, -0.5, -1.6, -3.5, 1.8, 101.8, 2.6, -1.7, 4.4
4	CN1CCN(c2ccncc2S(=O)(=O)N2CCCCC2)CC1
  -0.1, -2.1, -7.6, 12.0, 0.0, 26.0, 0.1, nt, 1.6, 0.7, -3.8
5	CCOc1ccc(NS(=O)(=O)c2ccc3[nH]cc(C(=O)NCC4CCCO4)c(=O)c3c2)cc1 (centres undefined)
  8.2, 6.0, 1.8, -1.2, -1.4, 43.7, 1.2, 103.6, 3.4, 1.1, -7.0
6	COc1ccc(C(=O)NC(=S)Nc2ccc(Cc3ccncc3)cc2)cc1
  -9.8, 3.9, -5.2, -0.3, 1.7, 9.7, 1.6, 110.3, 0.9, -2.3, 2.8
7	OCCC1CN(Cc2ccc(Oc3ncccn3)cc2)CCN1CCc1ccccc1 (centres undefined)
  -10.5, -6.1, 5.9, 0.9, 2.1, -2.3, 2.9, 100.9, -0.2, 0.9, -4.3
8	COc1ccc(C2(O)CCN(Cc3nnnn3Cc3ccc(C)cc3)CC2)cc1
  -3.3, 33.9, 1.7, 11.4, 0.6, 8.6, 2.6, 102.5, 0.8, 0.6, 3.7
9	O=C(C1=NN[C@@H]2C(=O)N(Cc3ccccc3)C(=O)[C@H]12)c1ccc(F)cc1
  nt, -0.3, nt, 30.1, nt, nt, -0.8, 98.7, 1.9, 0.9, nt
10	COc1ccc(OCC2NCCc3cc(OC)c(OC)cc32)cc1 (centres undefined)
  2.5, -19.4, -0.9, 29.5, -0.5, -33.5, 3.8, 91.1, 2.3, 2.9, 5.8
11	CC(C(=O)N1CCCCC1)N1C(=O)c2ccccc2C1=O (centres undefined)
  -0.2, -15.1, -0.5, 3.5, 0.1, -36.6, 3.7, 103.5, 1.4, -0.8, -3.2
12	O=C1c2nccnc2C(=O)N1Cc1ccccc1
  7.9, nt, -6.9, 25.9, -1.8, -7.6, 2.2, 100.4, nt, nt, -6.7
13	COc1ccc(C(=O)NC(=S)N2CCCC2)cc1
  14.1, 262.5, -0.2, 33.7, -2.6, -6.9, 1.8, 106.3, 6.3, -0.8, -5.9
14	Cc1ccc(OCc2nnc(NC(=O)OCC(C)C)s2)cc1
  11.3, 18.0, 0.9, -5.1, -2.0, 8.0, 2.6, 106.1, 2.6, 3.5, -4.2
15	O=C(COC(=O)c1nc(Cl)ccc1Cl)Nc1ccc(Cl)cn1
  8.9, 9.1, 1.5, 21.3, -2.2, -12.7, 8.0, 105.7, 0.0, 0.9, -0.6
16	CCC(C)[C@H](NC(=O)NCCCn1ccnc1)C(=O)OC (some centres undefined)
  3.6, 60.0, -7.5, 10.4, -0.7, 4.8, 1.8, 109.8, -0.5, 1.3, -5.9
17	CCOC(=O)c1c(C)[nH]c(C)c1C(=O)COC(=O)c1cc2ccccc2cc1OC
  0.0, 15.2, -4.3, 18.8, 0.0, -3.3, 2.0, 96.2, 0.3, -0.8, 6.7
18	N#Cc1nc(-c2cccc(Cl)c2)oc1NCc1cccnc1
  5.7, -14.2, 6.3, -4.2, -1.1, 11.2, 5.3, 98.0, 3.6, 2.5, -2.4
19	COc1cc(OC)c2c(C)cc(=O)oc2c1C(CCN1CCN(c2ccccc2)CC1)c1ccc2c(c1)OCO2 (centres undefined)
  4.0, 17.3, -13.7, 4.9, -0.7, 5.8, 0.8, 103.9, 2.4, 3.4, 3.3
20	COc1ccc(-c2[nH]ncc2CN2CCC(O)(c3ccc(Cl)cc3)CC2)cc1
  4.5, 16.5, 5.7, -10.5, -0.9, 14.5, 1.8, 91.6, 2.1, -1.8, -3.0
21	C/C(=N\Nc1nc(-c2cc(C)ccc2C)cs1)c1cc2c(ccc3ccccc32)oc1=O
  1.0, -3.1, 0.6, 9.3, -0.2, -10.6, 1.7, 96.2, 0.0, -1.2, 2.6
22	CCc1nnc(SCC(=O)NC2CCCC2)nc1CC
  18.8, 4.3, -1.3, -7.3, -3.7, -5.0, 2.0, 101.7, 3.2, 2.9, -4.0
23	O=C(OCc1ccccc1)c1ccc2c(c1)-c1ccccc1C2=O
  8.0, -3.0, 0.4, 15.7, -1.6, -24.0, 1.1, nt, 0.9, -1.6, 3.6
24	NC(=O)COc1cccc(/C=N/NC(=O)c2ccc(-n3cccc3)cc2)c1
  -0.8, -6.2, 2.1, -13.5, 0.1, -3.9, 2.0, 83.6, -0.2, -13.4, -1.9
25	CC1CN(CC(O)COCc2ccc3c(c2)OCO3)CC(C)O1 (centres undefined)
  -13.6, -5.9, -10.6, -6.8, 2.2, nt, 4.9, 90.4, 0.2, -0.3, 3.7
26	CCC(C)NC(=O)c1cc(Cl)c(NC(=O)C2=C(C)OCCS2)cc1OC (centres undefined)
  7.3, 159.3, -2.2, 22.4, -1.3, -3.7, 1.0, 88.8, 2.8, -0.9, -2.0
27	CCc1noc(C)c1C(=O)Nc1cccc(S(=O)(=O)N2CCCCCC2)c1
  -2.1, 3.2, -2.6, 19.0, 0.3, 7.4, 1.3, 97.0, 2.2, 5.7, -2.6
28	O=C(NCCCN1CCOCC1)c1ccc([N+](=O)[O-])cc1[N+](=O)[O-]
  -15.5, -10.6, 8.0, -4.7, 2.9, 1.1, 5.2, 107.5, 5.0, -1.1, -8.8
29	CCN(CC1CCCN(CCc2cccc(OC)c2)C1)C(=O)c1ccc(COC)o1 (centres undefined)
  12.3, -8.2, 6.4, -1.7, -2.3, -3.1, 2.7, 104.8, -2.8, -3.1, -0.9
30	Cc1ccccc1CNC(=O)CCC(=O)N1CCOc2ccccc21
  4.1, -23.5, -9.0, -3.5, -0.7, -2.9, 1.4, 97.3, 0.2, -2.2, 0.7
31	Cc1c(-c2ccccc2)oc2c(C(=O)OCC(=O)Nc3ccc(F)cc3)cccc2c1=O
  16.4, nt, -4.6, 2.3, -3.3, 15.7, 3.7, 94.0, -1.2, -3.4, 28.0
32	CCSc1nc(N)c(C#N)c(-c2ccccc2Cl)c1C#N
  -11.6, -7.0, -6.9, -5.8, 2.1, nt, -0.4, 100.7, 0.0, 1.6, -2.3
33	COc1ccc(CN2CC(C(=O)NCCCN3CCCC(C)C3)CC2=O)cc1 (centres undefined)
  -9.9, -3.6, 6.8, 3.4, 1.8, 1.2, 1.3, nt, 1.1, -1.4, 9.8
34	COc1ccc(C(=O)N/C(=C\c2cn(C)c3ccccc23)C(=O)NCCCN2CCOCC2)cc1
  15.2, -16.8, 4.0, 19.7, -3.1, -4.7, 2.8, 100.2, 2.4, 0.1, -0.1
35	COc1ccc(NC(=O)CCNS(=O)(=O)c2ccc3c(c2)c(=O)n(C)c(=O)n3C)cc1
  17.6, -5.7, 6.1, 4.5, -3.2, -34.6, 4.0, 104.9, 2.3, 2.6, -2.6
36	O=C(COC(=O)c1ccc(O)cc1O)NCCN1C(=O)CSC1=O
  6.8, 16.0, -1.4, 11.8, -1.2, 5.6, 3.5, 98.7, 3.0, 0.0, -1.2
37	COc1ccc(-c2cc(=O)c3cc(O)ccc3o2)cc1
  12.2, 553.6*, -19.5, 25.5, -2.2, 11.0, 1.4, 104.4, 4.0, -0.8, -5.9
38	CCOC(=O)c1ccc(CSc2nnc(C)n2N)o1
  8.7, -15.1, 2.9, -3.4, -2.1, -5.2, 2.1, 104.5, 3.9, -0.6, -4.0
39	CCS(=O)(=O)N1CCN(C(=O)c2ccccc2)CC1
  19.3, -0.9, -5.6, 28.2, -4.2, nt, 1.4, 107.6, 0.3, 1.6, -6.0
40	COc1ccc(N=C(C)c2sc3ccccc3c2O)cc1
  9.2, 11.7, -7.2, 0.5, -1.7, 3.4, 0.5, 94.0, 0.4, 3.0, -1.0
41	C=CCn1c(C)cc(-c2csc(N)n2)c1C
  -4.5, 4.0, -5.2, 6.8, 0.8, 17.4, -0.1, 96.4, 0.2, -1.3, -14.2
42	Cc1nc2c(cnn2-c2ccccc2Cl)c(=O)n1-c1ccc(C(C)C)cc1
  -4.1, -4.6, -12.5, 23.1, 0.7, -2.2, 0.5, 102.6, 1.2, 0.7, 10.8

By substructure, the compounds so far with a cyano group (two)
Each structure is followed by: OPRM1-OPRD1 inv, SUMO Mot1 rescue, PKA-R1A activ, Arrestin-AP2 inh, MOR-DOR ag, PfHsp90 yeast 2, phage Ecoli inh, Pemphigus Ab inh, AddAB inh, Ecoli viability, Tat transport
18	N#Cc1nc(-c2cccc(Cl)c2)oc1NCc1cccnc1
  5.7, -14.2, 6.3, -4.2, -1.1, 11.2, 5.3, 98.0, 3.6, 2.5, -2.4
32	CCSc1nc(N)c(C#N)c(-c2ccccc2Cl)c1C#N
  -11.6, -7.0, -6.9, -5.8, 2.1, nt, -0.4, 100.7, 0.0, 1.6, -2.3

Screens from PubChem BioAssay.

No enrichment for hits. Share with any hit: about 2.8%.
